Pf apPOL inh: Pf-apPOL DNA polymerase inhibition | hit rate 0.25% among 210,000 | inhibition, % at 10 µM | Recombinant Pf-apPOL, molecular beacon fluorescence, 1.5 h | AID 1794808
mHTT-CaM PPI inh: disrupts binding of mutant huntingtin to calmodulin; P42858; AlphaScreen His-mHTT/GST-CaM binding, luminescence; inhibition, % at 15 µM; hit rate 3.6% among 190,000;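 note: 0% = both proteins with DMSO and 100% = one protein alone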
* hit, by the source's call; & = joins results of further samples. Cut-off read from the data, not from the text of the source: active = inhibition above about 50%; inactive = the rest.

`CCn1c(=O)c(C(=O)NCC(C)C)c(O)c2ccccc21` gave Pf apPOL inh -6.7 and mHTT-CaM PPI inh 22.4.
COc1ccccc1-c1c(C)oc2c3c(ccc2c1=O)OCN(C(C)C)C3 was read as Pf apPOL inh -7.2 and mHTT-CaM PPI inh -5.7.
O=C(Nc1cccc(-c2cn3c(n2)SCC3)c1)c1cc(-c2ccco2)on1 was read as Pf apPOL inh -1.9 and mHTT-CaM PPI inh -1.3.
For CCn1c(SC)nnc1-c1nn(C)c2c1CN(C(=O)C1CCCC1)CC2 the results were Pf apPOL inh -3.7 and mHTT-CaM PPI inh -9.3.
For Cc1cc(=O)[nH]c2nn(-c3ccccc3)cc12 the results were Pf apPOL inh 5.8 and mHTT-CaM PPI inh 4.8.
`O=C(Nc1cccc(C(F)(F)F)c1)c1ccc(OC2CSC2)cc1` gave Pf apPOL inh -1.4 and mHTT-CaM PPI inh -28.0.
Screening O=C(NCC1(O)CCOCC1)c1ccccn1 returned Pf apPOL inh -2.0 and mHTT-CaM PPI inh -8.2.
Screening Cc1c(CN(C)C(N)=O)c(=O)n(-c2ccccc2)n1C returned Pf apPOL inh 3.7 and mHTT-CaM PPI inh -4.5.
Screening COc1cc2nc(-c3ccccc3I)oc(=O)c2cc1OC returned Pf apPOL inh 14.3 and mHTT-CaM PPI inh 4.0.
Screening COc1ccc(C2C(C(=O)Nc3cc(Cl)ccc3OC)c3ccccc3C(=O)N2C)cc1 (stereo not drawn) returned Pf apPOL inh -6.6 and mHTT-CaM PPI inh 4.0.
For CCCC(=O)NC(c1ccc(OC)cc1)c1cc(Cl)c2cccnc2c1O (stereo not drawn) the results were Pf apPOL inh 10.6 and mHTT-CaM PPI inh 25.0.
`O=C(NCC1(O)CCCC1)c1cccc2ccccc12` gave Pf apPOL inh -9.7 and mHTT-CaM PPI inh -6.4.
`N#Cc1c(SCC(N)=O)nc2c(c1-c1cccnc1)CCC2` gave Pf apPOL inh -4.6 and mHTT-CaM PPI inh 5.0.
`O=C1OC(c2ccc(Cl)cc2)=C/C1=C\C=C\c1ccccc1` gave Pf apPOL inh -4.2 and mHTT-CaM PPI inh -3.0.
Screening COC(=O)c1ccn(Cn2cc(Br)cn2)n1 returned mHTT-CaM PPI inh -6.2.
COc1ccccc1CNC1CCCC1 was read as Pf apPOL inh -6.6 and mHTT-CaM PPI inh -3.4.
For Cc1cccc(NC(=O)c2ccc(-c3cc(Cl)ccc3Cl)o2)n1 the results were Pf apPOL inh -3.3 and mHTT-CaM PPI inh 2.0.
Cc1ccc(C(=O)NCC2CCCN(S(=O)(=O)c3c(C)c(C)cc(C)c3C)C2)cc1 (stereo not drawn) was read as Pf apPOL inh -6.2 and mHTT-CaM PPI inh -4.0.
O=C(NCCn1nc(-c2cccs2)ccc1=O)c1ccc(=O)n(Cc2ccccc2)n1 was read as Pf apPOL inh -9.1 and mHTT-CaM PPI inh 1.8.
Screening NC(=O)C1CCN(c2nc3ccc(-c4cccc(F)c4)nc3s2)CC1 returned Pf apPOL inh -1.4 and mHTT-CaM PPI inh 1.1.
For CCc1ccccc1S(=O)(=O)N1CCC(c2nc(C(=O)N3CCOCC3)c(C)o2)CC1 the results were Pf apPOL inh -5.0 and mHTT-CaM PPI inh 18.6.
`Cc1sc2c(=O)n(C3CC3)cnc2c1C(=O)NC(C)CCc1ccccc1` (stereo not drawn) gave Pf apPOL inh -3.3 and mHTT-CaM PPI inh 10.5.
`COc1cc(NS(=O)(=O)c2ccc(N)cc2)nc(OC)n1` gave Pf apPOL inh -28.8 and mHTT-CaM PPI inh -6.9&-1.1.
`Cc1cccc(Cn2c(CO)nc3ccccc32)c1` gave Pf apPOL inh 0.5 and mHTT-CaM PPI inh 5.0.
Screening OC(CNC1CCN(Cc2ccccc2)CC1)COc1ccc2c(c1)OCO2 (stereo not drawn) returned Pf apPOL inh -7.9&-3.4.
For Cc1ccc(C(=O)Nc2ccc(C(C)C)cc2)cc1 the results were Pf apPOL inh -1.2 and mHTT-CaM PPI inh -9.4.
CC(C)CCNC(=O)N1CCN(Cc2nc3cccnc3n2-c2cccc(F)c2)CC1 was read as Pf apPOL inh -4.7 and mHTT-CaM PPI inh 2.9.
For O=C(c1ccc(Cl)cc1)N1CCC(n2c(-c3ccco3)nc3cccnc32)C1 (stereo not drawn) the results were Pf apPOL inh -7.5 and mHTT-CaM PPI inh 76.9*.
`O=C(Nc1cccc([N+](=O)[O-])c1)c1ccco1` gave Pf apPOL inh -7.8 and mHTT-CaM PPI inh -3.6.
O=C(Nc1cc([N+](=O)[O-])ccc1O)c1cccc(F)c1 was read as Pf apPOL inh 0.1 and mHTT-CaM PPI inh 6.0.
Screening Cc1c(C(=O)N2CCN(c3cccc(Cl)c3)CC2)sc2nc(-c3ccccc3)cn12 returned Pf apPOL inh 0.3 and mHTT-CaM PPI inh -1.0.
`O=C(CSc1nc(O)c(Cc2ccccc2)c(=O)[nH]1)N1CCOCC1` gave Pf apPOL inh 0.0 and mHTT-CaM PPI inh 3.4.
O=C1C2CCCN2C(c2cccc(F)c2)N1c1cccc(Cl)c1 (stereo not drawn) was read as Pf apPOL inh -3.2 and mHTT-CaM PPI inh -14.5.
CCOC(=O)CNC(=O)c1cc2cc(Br)ccc2o1 was read as Pf apPOL inh -17.1.
CC(C)(C)c1ccc(C(=O)NC2(c3nc(-c4ccncc4)no3)CCCCC2)cc1 was read as Pf apPOL inh -8.3 and mHTT-CaM PPI inh 4.9.
Screening COc1ccc(N=C(SC)N2CCOCC2)cc1 returned Pf apPOL inh 1.6.
`CCOC(=O)CSc1ccc2ccccc2n1` gave Pf apPOL inh -8.9.
For O=C(NCCc1nc2ccccc2[nH]1)c1ccccc1Br the results were Pf apPOL inh -2.7 and mHTT-CaM PPI inh 3.0.
O=S(=O)(c1ccc2c(c1)CCCC2)N1CCCC1c1nc(-c2ccccc2)no1 (stereo not drawn) was read as Pf apPOL inh 2.2 and mHTT-CaM PPI inh -23.5.
O=C(Nc1cccc(-c2nc3ncccc3o2)c1)c1cc(I)ccc1Cl was read as Pf apPOL inh -2.9 and mHTT-CaM PPI inh 10.0.
`Cc1ccc(C)c(OCC(=O)NCc2ccc(F)cc2)c1` gave Pf apPOL inh 5.8 and mHTT-CaM PPI inh -11.0.
For CCCN1C(=O)C2CCC(=O)N2c2ccc(C(=O)NCc3ccccc3)cc21 (stereo not drawn) the results were Pf apPOL inh -6.0 and mHTT-CaM PPI inh 10.6.
Screening Cc1cccc(C)c1Nc1ncnc(N)c1[N+](=O)[O-] returned Pf apPOL inh -10.6 and mHTT-CaM PPI inh -2.0.
Screening CC1=C(C#N)C(=O)N(CC(C)O)C(=O)/C1=C\c1ccc(-c2ccc(Br)cc2)o1 (stereo not drawn) returned Pf apPOL inh 10.1 and mHTT-CaM PPI inh 28.0.
For CC(=O)Nc1ccc(N=Cc2ccccc2F)cc1 the results were Pf apPOL inh 0.1 and mHTT-CaM PPI inh 23.0.

The last 5 compounds of the part above open the next one:
`Cc1ccc(C)c(OCC(=O)NCc2ccc(F)cc2)c1` gave Pf apPOL inh 5.8 and mHTT-CaM PPI inh -11.0.
For CCCN1C(=O)C2CCC(=O)N2c2ccc(C(=O)NCc3ccccc3)cc21 (stereo not drawn) the results were Pf apPOL inh -6.0 and mHTT-CaM PPI inh 10.6.
Screening Cc1cccc(C)c1Nc1ncnc(N)c1[N+](=O)[O-] returned Pf apPOL inh -10.6 and mHTT-CaM PPI inh -2.0.
Screening CC1=C(C#N)C(=O)N(CC(C)O)C(=O)/C1=C\c1ccc(-c2ccc(Br)cc2)o1 (stereo not drawn) returned Pf apPOL inh 10.1 and mHTT-CaM PPI inh 28.0.
For CC(=O)Nc1ccc(N=Cc2ccccc2F)cc1 the results were Pf apPOL inh 0.1 and mHTT-CaM PPI inh 23.0.
Screening Cn1nc(C(=O)NCc2ccc(Cl)cc2)c2c1CCN(C(=O)C1CCCCC1)C2 returned Pf apPOL inh -1.1 and mHTT-CaM PPI inh 93.1*.
COc1ccccc1/C=C1\N=C(c2ccc(OC)c(OC)c2)OC1=O was read as Pf apPOL inh 5.2 and mHTT-CaM PPI inh 29.0.
`O=C(Nc1ccccc1)OC[C@@H]1CSCCS(=O)(=O)N1` gave Pf apPOL inh -1.2 and mHTT-CaM PPI inh 6.4.
COc1ccc(CC(=O)N2CCCC(C)(C(=O)NCc3cccc(OC)c3)C2)cc1 (stereo not drawn) was read as Pf apPOL inh 4.7 and mHTT-CaM PPI inh -1.2.
`CCc1ccc(NC(=O)CN2C(=O)C(c3ccc(C(C)(C)C)cc3)=NC2(C)C)cc1` gave Pf apPOL inh -1.6 and mHTT-CaM PPI inh -2.6.
Screening COc1cc2c(cc1OC)C(c1c(-c3ccccc3)noc1C)=NCC2 returned Pf apPOL inh -2.0.
For CC(=O)Oc1ccc(NNc2ccccc2)cc1 the results were Pf apPOL inh 4.5.
O=C(Nc1cc(F)ccc1Cl)c1csc(-c2ccc(N3CCCC3)nc2)n1 was read as Pf apPOL inh -0.2 and mHTT-CaM PPI inh -3.6.
CC(NC(=O)c1cc(-c2cccnc2)nc2ccccc12)c1ccccc1 (stereo not drawn) was read as Pf apPOL inh -5.3 and mHTT-CaM PPI inh 35.0.
Cc1ccc(C2=NC(C)(C)NC(c3ccccc3O)C2)cc1 (stereo not drawn) was read as Pf apPOL inh -3.4 and mHTT-CaM PPI inh 100.0*.
For O=c1c2c(n3nnnc3n1Cc1ccccc1)-c1ccccc1CC21CCCC1 the results were Pf apPOL inh 8.0 and mHTT-CaM PPI inh 0.0.
Screening O=C(Cc1c(F)cccc1Cl)N1CCc2c(nc(-c3ccc(F)cc3)[nH]c2=O)C1 returned Pf apPOL inh 0.4 and mHTT-CaM PPI inh 10.7.
`O=C(Cc1ccc(F)cc1)Nc1ccc2cn[nH]c2c1` gave Pf apPOL inh -7.8 and mHTT-CaM PPI inh -2.4.
`O=C(NCC(O)c1ccc(C(F)(F)F)cc1)C1(c2ccccc2)CCOCC1` (stereo not drawn) gave Pf apPOL inh -5.0 and mHTT-CaM PPI inh -5.2.
`Cc1nn(C)cc1S(=O)(=O)NCc1c(F)cccc1F` gave Pf apPOL inh -3.5 and mHTT-CaM PPI inh -5.8.
For CC(C)(C)NC(=O)C1CCN(S(=O)(=O)c2ccc(Br)s2)CC1 the results were Pf apPOL inh -11.8 and mHTT-CaM PPI inh 2.0.
For CC(C)NC(=O)c1cn(C)c(=O)c2c1c1ccccc1n2C the results were Pf apPOL inh -3.5 and mHTT-CaM PPI inh 8.0.
CCN(CC)S(=O)(=O)N(CC(=O)O)CC(=O)O was read as Pf apPOL inh 28.5 and mHTT-CaM PPI inh 2.0.
`O=C1NC(c2ccccc2)=C(c2ccccc2)C1=O` gave Pf apPOL inh -2.9 and mHTT-CaM PPI inh 2.3.
For CC(C)(C)c1[nH]nc2c1C(c1cccc(Cl)c1)C(C#N)=C(N)O2 (stereo not drawn) the results were Pf apPOL inh -5.2 and mHTT-CaM PPI inh 19.1.
CCn1c(=O)c(N2CCN(S(=O)(=O)c3ccc(Cl)c(C)c3)CC2)nc2ccncc21 was read as Pf apPOL inh -8.0 and mHTT-CaM PPI inh 5.3.
`COc1cc(OC)cc(C(=O)Nc2ccc([N+](=O)[O-])cc2Cl)c1` gave Pf apPOL inh 0.7 and mHTT-CaM PPI inh 1.0.
Screening CC(C)Cn1c(CC2CCN(C(=O)Nc3ccccc3)C2)nc2cccnc21 (stereo not drawn) returned Pf apPOL inh -8.2 and mHTT-CaM PPI inh 1.4.
CC1(C)Cc2ccccc2C(C)(C(=O)NN)N1 (stereo not drawn) was read as Pf apPOL inh 1.0 and mHTT-CaM PPI inh -5.8.
`CCc1csc2nc(C)c(NC(=O)c3ccccc3)c(=O)n12` gave Pf apPOL inh -1.1 and mHTT-CaM PPI inh -5.3.
Screening CCOc1ccc(CNC(=O)C2CCN(c3nnc(-c4ccc(C)cc4)o3)CC2)cc1 returned Pf apPOL inh -5.4 and mHTT-CaM PPI inh 33.8.
For Cc1ccc2nc(C(=O)NCCN3CCCC3)cn2c1 the results were Pf apPOL inh -12.2 and mHTT-CaM PPI inh 6.7.
CC(C)C12C=CC(C)(CC1)C1C(=O)N(c3cccc(Cl)c3)C(=O)C12 (stereo not drawn) was read as Pf apPOL inh 2.5 and mHTT-CaM PPI inh -17.0.
For Cc1noc(C)c1C(=O)NNC(=O)c1ccc(C(F)(F)F)cc1 the results were Pf apPOL inh -1.8.
CCc1c(C)sc(NC(=O)COc2ccc(Cl)cc2Cl)c1C(N)=O was read as Pf apPOL inh -2.6 and mHTT-CaM PPI inh 0.2.

Three compounds already listed, ordered by length of the SMILES, ascending:
CC1(C)Cc2ccccc2C(C)(C(=O)NN)N1 (stereo not drawn) was read as Pf apPOL inh 1.0 and mHTT-CaM PPI inh -5.8.
CCN(CC)S(=O)(=O)N(CC(=O)O)CC(=O)O was read as Pf apPOL inh 28.5 and mHTT-CaM PPI inh 2.0.
`CCc1csc2nc(C)c(NC(=O)c3ccccc3)c(=O)n12` gave Pf apPOL inh -1.1 and mHTT-CaM PPI inh -5.3.

(continued)
Screening Cc1nnc(NC(=O)COc2ccc(C(C)C)c(C)c2)s1 returned Pf apPOL inh 3.2 and mHTT-CaM PPI inh -2.1.
`CC(=O)Nc1ccc(NC(=O)COc2cccc(C)c2)cc1` gave Pf apPOL inh 0.9 and mHTT-CaM PPI inh -5.8.
For CCc1cc(C2CCCN2C(=O)NCc2cccc(OC)c2)on1 (stereo not drawn) the results were Pf apPOL inh -6.0 and mHTT-CaM PPI inh -7.6.
For COc1ccc(-c2nnc3n2C2(CCCC2)Cc2cc(OC)c(OC)cc2-3)cc1 the results were Pf apPOL inh -0.5 and mHTT-CaM PPI inh -4.0.
`O=C(CN1CCC(c2nc(-c3cccs3)no2)CC1)Nc1ccccc1` gave Pf apPOL inh -4.9 and mHTT-CaM PPI inh -7.6.
For CSc1c(C(=O)Nc2ccccc2C)ccc2c1C(=O)c1ccccc1C2=O the results were Pf apPOL inh 1.6 and mHTT-CaM PPI inh 7.0.
CSc1nc2ccc(N=Cc3cccc([N+](=O)[O-])c3)cc2s1 was read as Pf apPOL inh -5.5 and mHTT-CaM PPI inh 7.0.
Cn1cc(CCN2CCC(C(=O)N3CCCCC3)CC2)c2cccnc21 was read as Pf apPOL inh 2.6 and mHTT-CaM PPI inh 6.1.
For O=C(Cn1c(=O)oc2ccccc21)Nc1ncc(Br)s1 the results were Pf apPOL inh -4.3 and mHTT-CaM PPI inh 0.0.
